High-throughput results as filed in PubChem BioAssay.
Hsp90 block: displaces geldanamycin probe from tumor Hsp90. P07900. 64,000 compounds, 0.35% hits. NCI-N417 lysate Hsp90, Cy3B-geldanamycin FP displacement. inhibition, % at 30 µM;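 active = inhibition above 50%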;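 note: 0% = tracer plus lysate wells and 100% = tracer alone without lysate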
M1 agonist: agonists of M1 muscarinic receptor | B-score at 10 µM | 64,000 compounds, 3% hits | CHO-M1 cells, Fluo-4 calcium fluorescence, agonist mode; stronger effect = higher value | AID 626;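 active = fluorescence rise, raw or as B-score row- and column-corrected plate score, outside the 99.7% band of its plate's samples, either direction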
M1 antag: antagonists of rat M1 muscarinic receptor; AID 628; B-score at 10 µM; P08482; CHO-M1 cells, Fluo-4 calcium, ACh EC80 antagonist mode; stronger effect = lower value; 64,000 compounds, 3.4% hits;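 active = calcium fluorescence response, raw or row-and-column corrected B-score, differing from the plate sample mean either way at a set confidence level, mostly lower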
D1 mod: allosterically modulates the human D1 dopamine receptor | P21728 | 58,000 compounds, 5.9% hits | B-score at 10 µM | AID 641 | HEK293 D1, CRE-luciferase, dopamine EC30 potentiation; actives deviate in either direction;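 active = luminescence count or its row- and column-corrected plate score outside the 99.7% band of the plate's sample wells, on either side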
HER2 expr 66K: Her2 kinase expression inhibition; P04626; SKBR-3 HER2 protein level, AlphaScreen, 18-24 h; stronger effect = lower value; HER2 level % of control, % at 10 µM; 65,000 compounds, 0.69% hits; AID 645;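 active = HER2 level under 5% of the carrier-only control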;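 note: 100% = DMSO carrier and 0% = 500 nM PU-H71 HSP90 inhibitor; lower value means stronger loss of Her2 protein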
HTR1A agonist: activates the human 5-HT1a serotonin receptor; CHO 5-HT1a Ga15 NFAT-bla reporter, FRET ratio; 0% basal, 100% maximal reference agonist; activation, % at 10 µM; 65,000 compounds, 0.56% hits;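 active = activation above the screen-wide mean activation plus 3 SD, cut at about 19% in these data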;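 note: 0% = DMSO wells and 100% = 5-CT at EC100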
E coli RNAP: inhibitors of Escherichia coli RNA polymerase | inhibition, %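 (tested at 10 µM)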 | E. coli RNA polymerase, fluorescence transcription assay | P0A8V2 | 62,000 compounds, 0.2% hits; in the data active = inhibition above about 20%;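 note: 0% = enzyme without compound and 100% = no enzyme blank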
Target sequence (P0A8V2 whole entry, looked up): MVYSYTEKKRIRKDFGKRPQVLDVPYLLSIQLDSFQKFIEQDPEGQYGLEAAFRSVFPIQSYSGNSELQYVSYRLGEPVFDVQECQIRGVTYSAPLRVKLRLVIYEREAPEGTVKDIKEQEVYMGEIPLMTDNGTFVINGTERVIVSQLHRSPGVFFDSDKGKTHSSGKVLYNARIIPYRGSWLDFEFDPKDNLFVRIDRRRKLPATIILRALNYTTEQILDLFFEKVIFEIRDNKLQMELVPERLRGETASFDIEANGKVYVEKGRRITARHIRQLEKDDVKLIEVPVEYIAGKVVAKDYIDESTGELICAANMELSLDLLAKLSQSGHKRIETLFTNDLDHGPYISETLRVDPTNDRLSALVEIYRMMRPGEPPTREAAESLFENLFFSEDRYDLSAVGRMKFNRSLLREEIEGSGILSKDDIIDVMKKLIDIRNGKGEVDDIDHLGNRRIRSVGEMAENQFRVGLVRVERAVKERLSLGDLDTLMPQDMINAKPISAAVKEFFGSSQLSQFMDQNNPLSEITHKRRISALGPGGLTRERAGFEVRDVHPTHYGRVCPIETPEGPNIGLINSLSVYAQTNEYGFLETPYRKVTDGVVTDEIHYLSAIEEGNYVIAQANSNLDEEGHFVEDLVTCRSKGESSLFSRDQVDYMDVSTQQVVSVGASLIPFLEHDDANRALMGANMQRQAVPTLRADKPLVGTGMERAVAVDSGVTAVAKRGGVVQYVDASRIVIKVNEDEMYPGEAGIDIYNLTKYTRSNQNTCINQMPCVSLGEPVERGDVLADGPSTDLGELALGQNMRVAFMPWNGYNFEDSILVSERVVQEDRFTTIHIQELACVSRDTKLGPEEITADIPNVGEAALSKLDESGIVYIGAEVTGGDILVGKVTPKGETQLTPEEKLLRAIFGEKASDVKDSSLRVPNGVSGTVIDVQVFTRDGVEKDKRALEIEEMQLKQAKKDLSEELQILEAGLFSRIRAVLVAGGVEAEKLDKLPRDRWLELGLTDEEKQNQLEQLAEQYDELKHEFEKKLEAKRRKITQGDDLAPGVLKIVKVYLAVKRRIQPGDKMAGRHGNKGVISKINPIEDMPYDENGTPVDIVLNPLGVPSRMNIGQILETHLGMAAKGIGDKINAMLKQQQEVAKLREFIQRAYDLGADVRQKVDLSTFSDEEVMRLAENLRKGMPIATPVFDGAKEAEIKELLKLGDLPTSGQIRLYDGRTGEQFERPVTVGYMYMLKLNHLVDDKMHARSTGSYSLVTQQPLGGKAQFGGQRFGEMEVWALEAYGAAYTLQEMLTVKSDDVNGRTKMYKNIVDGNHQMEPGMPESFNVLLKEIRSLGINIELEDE
NADH enzymes: inhibition of NAD/NADH coupling enzymes, library profiling | 65,000 compounds, 0.02% hits | IC50, µM (doses to about 10 µM), inactives show at the highest dose inhibition | coupled PK/LDH NADH assays, four targets;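 active = single-dose screening hits from any of four coupled enzyme assays that gave an IC50 when retested across doses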;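 note: the DPM-DC format reads NADH fluorescence rather than 340 nm absorbance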
Fluor 339 460: intrinsic fluorescence of library compounds, ex339/em460 – biochemical, MLSMR library, data from DPM-DC assay, artefact control, profiling panel; 65,000 compounds, 5.5% hits; compound autofluorescence, ex339/em460 nm, NADH buffer; stronger effect = higher value; 1 = no-compound wells, NADH background; fluorescence fold increase at 10 µM;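 active = at 10 µM, mean starting fluorescence two-fold or more over control wells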;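 note: signal is the first read of a kinetic run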
An asterisk follows results filed as active; . = not tested or not shown; [ ] = dose if it differs, or a comment. Hits appear at their usual frequency. About 16% of those tested had a hit in this group.

Every second line gives: Hsp90 block, M1 agonist, M1 antag, D1 mod, HER2 expr 66K, HTR1A agonist, E coli RNAP, NADH enzymes, Fluor 339 460
O=C(NCc1ccco1)C(C(=O)c1ccccc1)n1ccccc1=O (centres undefined)
    0, 0.057, 0.68, -0.18, 82, -0.5, 12, 9%, 1.1
CN(C)S(=O)(=O)c1ccc(C(=O)Oc2cc(=O)[nH]c3ccccc23)cc1
    -2, 1.4, -0.53, 0.61, 102, -1.5, 9, 7%, 1.1
COC(=O)c1sc(Nc2ccccc2)nc1C
    -1, -0.27, -0.88, 0.11, 61, -0.6, 7, 5%, 1.2
COc1ccc(C(=O)O)cc1S(=O)(=O)Nc1cccc(C)c1
    -2, 0.64, -0.31, 0.28, 94, -2.2, 2, 5%, 1.1
COc1ccc(N/C=C2\CCOC2=O)cc1
    -1, -0.36, 0.63, 3.2*, 99, -0.3, ., 3%, 1
CCOc1ncccc1C(=O)OCC(=O)c1ccc[nH]1
    -6, -0.5, -0.037, 2.5, 77, -2.0, 2, 7%, 1.1
O=S(=O)(NCc1csc(-c2ccccc2)n1)c1ccc(Cl)s1
    -5, -0.54, -0.57, -0.23, 91, -0.7, 9, 10%, 1.1
CCOc1ccc(S(=O)(=O)N(C)C)cc1-c1nc2c(C(C)(C)C)nn(C)c2c(=O)[nH]1
    3, -0.0043, 0.38, 3.1, 88, 3.7, 9, 3%, 1
CCOc1ccc2nc(NC(=O)CSc3nnnn3C3CCCCC3)sc2c1
    0, 0.052, -0.21, 0.029, 93, 0.9, 6, 12%, 1
CCC(=O)NCC(c1cccs1)N1CCOCC1 (centres undefined)
    -2, 0.052, 0.18, -0.12, 91, -2.9, 4, 7%, 1.1
O=C(NCC1CCCO1)C1CCN(C(=O)c2ccc(Br)cc2)CC1 (centres undefined)
    -4, -0.018, -0.65, -0.45, 103, -1.6, 4, 6%, 1.1
CC1Cn2c(nnc2-c2ccc(F)cc2)S1 (centres undefined)
    -1, 0.21, 0.024, 0.47, 113, -2.0, 3, 3%, 1.1
CCCCOc1ccc(S(=O)(=O)N2CCCCCC2)cc1
    -2, 0.11, -0.32, -0.57, 84, -5.0, ., 4%, 1.1
O=C(CN1C(=O)c2ccccc2S1(=O)=O)NCCSc1ccccc1
    -2, -0.37, -0.38, -0.27, 83, -0.6, 4, 9%, 1.1
Cc1nc(SCC(=O)N2CCC(C(N)=O)CC2)n[nH]1
    -2, 3.9*, -0.18, -0.77, 128, -0.8, 8, 2%, 1

Record cards (already shown). Screens in order: Hsp90 block	M1 agonist	M1 antag	D1 mod	HER2 expr 66K	HTR1A agonist	E coli RNAP	NADH enzymes	Fluor 339 460
Results for CN(C)S(=O)(=O)c1ccc(C(=O)Oc2cc(=O)[nH]c3ccccc23)cc1 = -2	1.4	-0.53	0.61	102	-1.5	9	7%	1.1
Results for COC(=O)c1sc(Nc2ccccc2)nc1C = -1	-0.27	-0.88	0.11	61	-0.6	7	5%	1.2

Continued.
Every second line gives: Hsp90 block, M1 agonist, M1 antag, D1 mod, HER2 expr 66K, HTR1A agonist, E coli RNAP, NADH enzymes, Fluor 339 460
COc1cc2c(cc1OC)CN(C(=O)C(C)(C)C)CC2
    ., 0.029, 0.24, 0.44, 87, ., 6, 5%, 0.91
COC(=O)Nc1c(-c2ccccc2)nc2ccccn12
    0, -0.0098, 0.094, -0.13, 131, -3.9, 4, 2%[fluoresces], 2.1*
O=C(Nc1ccccc1N1CCOCC1)c1ccc2ccccc2n1
    -4, -0.75, 0.21, 0.28, 79, -1.1, 12, 11%, 0.97
CC1(C)Cc2c(C#N)c(OCC(=O)c3ccc(Cl)cc3)nc(-c3ccco3)c2CO1
    -2, -0.16, 0.059, 0.47, 76, -3.3, -1, 1%, 2.1*
O=C(OCCCN1CCCC1)C1(c2ccccc2)CCCC1
    -4, 0.039, -18*, -0.28, 112, 1.6, 6, 1%, 1
COc1ccccc1-n1c(SC)nc(O)cc1=O
    2, 0.93, 0.6, -0.77, 86, -1.6, 12, 6%, 1.1
Cn1c(=O)cc(SCC(=O)NCCN2CCN(c3ccccc3F)CC2)c2cc(Cl)ccc21
    -1, 0.39, -1, 0.082, 113, -1.5, 7, 6%, 1.2
CSc1nc2sc3c(c2c2nnnn12)CCC3
    -2, -0.65, -0.24, ., 137, -0.7, 8, 6%, 1.6
CC(C)NS(=O)(=O)c1ccc(OCC(=O)NCc2cccnc2)cc1
    -1, 1.4, -0.94, -0.29, 129, -1.7, 6, 3%, 1.1
CS(=O)(=O)N1CCN(C(=O)c2ccccc2)C1
    -2, 0.34, -0.038, 0.11, 105, -1.2, -10, 3%, 1.1
COc1ccc(N2CC(C(=O)NCCC3=CCCCC3)CC2=O)cc1 (centres undefined)
    -4, -0.16, -0.21, -0.017, 109, -4.6, ., 3%, 1.1
O=C(O)CCc1ccc(-c2cccs2)o1
    -6, -0.37, -0.64, -0.28, 120, -2.7, 3, 4%, 1.1
O=C(CC1(O)C(=O)Nc2ccccc21)c1ccc2c(c1)OCO2 (centres undefined)
    -5, -0.18, -1.6, -0.17, ., ., 7, 2%, 1.1
O=C(c1cnn2c(C(F)(F)F)cc(-c3ccc4c(c3)OCO4)nc12)N1CCCC1
    0, -0.37, 0.43, 0.54, 101, -1.6, 4, 6%, 1.2
CCOc1cccc(OCCCCn2ccnc2)c1
    0, 0.07, -0.66, ., 92, -2.5, -1, 4%, 1.1
CCn1c(SCC(=O)c2cc(OC)ccc2OC)nnc1-c1ccncc1
    -1, -1.3, -0.1, 1.7, 97, -3.5, 3, 5%, 1.1
COc1ccc(OC)c(NC(=O)C2COc3ccccc3O2)c1 (centres undefined)
    2, -0.093, 0.28, -0.49, 86, -3.5, 0, 3%, 1.1
Cc1cnc(C(=O)OCC(=O)N2CCN(C(=O)c3ccco3)CC2)cn1
    3, -0.24, -0.012, -0.31, 190, -3.1, 7, 6%, 1
C=CCn1c(COc2cccc3cccnc23)nnc1SCC(=O)O
    -1, -0.12, 0.062, ., 94, -0.8, 6, 3%, 1.1
O=C(c1cccs1)n1cc(C(=S)N2CCOCC2)c2ccccc21
    ., -0.23, -0.2, -0.47, 95, ., 6, 3%, 1.1
Cc1nn(Cc2ccccc2)c(C)c1NC(=O)c1cc(-c2ccco2)on1
    -7, 0.14, -1, -0.44, 76, -5.2, 8, 5%, 1
O=C1C2C(C(=O)N1Cc1cccnc1)C1C=CC2C12CC2 (centres undefined)
    -6, -0.0085, 0.46, -0.59, 78, 6.2, 0, 6%, 1.1
CCOC(=O)C1CCCN(c2cc(C)nc3cc(-c4ccc(F)cc4)nn23)C1 (centres undefined)
    -3, 30*, -3.8*, 0.24, 99, 1.5, 6, 3%, 1.3
CCOC(=O)N1CCN(C(=O)c2oc3ccc(S(=O)(=O)N4CCCCCC4)cc3c2C)CC1
    ., -0.15, -2*, -0.74, 131, 3.8, 6, 4%, 1.1
COc1cccc(OCC(=O)N(Cc2nc(-c3ccc(Cl)cc3)no2)C(C)C)c1
    -3, 1.1, 0.57, 0.2, ., -0.9, -1, 2%, 1.1
CNC(=O)c1[nH]cnc1C(=O)Nc1cccc(OC)c1
    -3, -0.33, 0.17, 4.5*, 95, 1.5, 1, 4%, 1.1
COc1ccc(CCNC(=O)CCCn2c(=O)[nH]c3cc(OC)c(OC)cc3c2=O)cc1OC
    ., 1.7, -0.39, 0.54, 114, -1.1, -1, 5%, 1.2
COC(=O)[C@H](C)NC(=O)NCc1ccco1
    -5, -0.23, -4.3*, 0.93, 118, -0.7, 7, 4%, 1.2
Cc1ccc(S(=O)(=O)NC2CCOC(C)(C)C2)cc1 (centres undefined)
    -1, 0.043, -0.025, -0.65, 99, -0.6, 1, 2%, 1.1
COc1cc2c(cc1NC(=O)CSc1nnc(Cc3cccs3)n1C)oc1ccccc12
    0, -0.38, -0.00026, ., 51, 4.5, 12, 4%, 1
CC1(C)CC(=O)c2sc(NC(=O)c3ccco3)nc2C1
    -3, 0.23, 0.5, -1, 64, 2.4, 12, 2%, 1.1
CCOC(=O)c1ccc(N2C(=O)CC(Sc3nnc(C)s3)C2=O)cc1 (centres undefined)
    -3, -0.61, -0.9, -0.94, 91, -2.1, 12, 3%, 1
N#Cc1c2n(c3c(=O)[nH]cnc13)CCCC2
    -1, 0.44, 0.58, 0.32, 90, -0.6, 9, 2%, 1.1
Cc1ccc(S(=O)(=O)N2CCC(C(=O)NCCN3CCCCCC3)CC2)cc1
    2, -0.47, -3.5*, 0.59, 112, -1.4, 8, 3%, 1
Cn1c(=O)cc(SCC(=O)Nc2cccnc2)c2ccccc21
    -2, 2.7*, -0.21, -0.093, 88, -3.8, 0, 5%, 1.4
O=C(c1csc2c1CCCC2)n1cccn1
    ., 0.26, -0.18, 0.3, 104, -1.3, 6, 9%, 1.1
COc1ccc(Cl)cc1NC(=O)CSc1nnc(COc2ccccc2)n1C
    -1, -0.11, 0.45, -0.0037, 78, -3.8, 5, 4%, 1.1
O=c1c2ccccc2nnn1CSc1nnc(Nc2ccccc2)s1
    0, -0.93, 0.13, 0.37, 93, -2.0, 1, 6%, 1
CCOc1cc(C)c(S(=O)(=O)N2CCCC2)cc1C
    -1, ., ., 1.8, 84, -0.2, -5, 3%, 1.1
Cc1ccc(-n2ncc3c(NCc4ccc5c(c4)OCO5)ncnc32)c(C)c1
    3, -0.85, -0.5, ., 114, 2.4, 0, 4%, 1.1
Cc1ccc(C2C(C#N)=C(N)Oc3n[nH]c(-c4cccs4)c32)s1 (centres undefined)
    -1, -0.13, -0.49, 4.6*, 109, -3.2, 4, 6%, 1.1
CCc1c(C)nc(N)n2c(SCC(=O)N3CCCc4ccccc43)nnc12
    1, 0.48, -0.5, -0.17, 201, -2.8, 8, 3%, 1
CCC(c1nnnn1CCc1ccccc1)N(Cc1ccco1)Cc1cc2cc(C)cc(C)c2[nH]c1=O (centres undefined)
    -3, -0.013, 0.27, -0.2, 74, -2.2, -2, 5%, 1.2
C=CCN1CCN(C(CC(C)C)c2nnnn2CCOC)CC1 (centres undefined)
    -3, -0.61, 1.6, -0.0053, 100, -1.1, 9, 3%, 1.1
COc1ccc(N2CCN(C(c3nnnn3CCc3ccccc3)C(C)C)CC2)cc1 (centres undefined)
    -2, 0.2, 0.012, -1.3, 79, -0.1, 7, 4%, 1.1
O=C(CN1C(=O)CCS(=O)(=O)c2ccccc21)NCc1ccccc1
    0, 0.0017, -0.83, ., 63, 1.0, 2, 7%, 0.96
CCN1CCCC1CNC(=O)c1ccc2c(=O)n(CCOC)c(=O)[nH]c2c1 (centres undefined)
    ., 0.45, -0.002, ., 62, -1.2, 10, 10%, 1.7
Cc1cccc(OCC2=N/C(=C\N(C)C)C(=O)O2)c1
    -8, 0.2, 0.034, 0.18, 99, -0.6, 6, 6%, 1
CCOC(=O)CNC(=O)c1cn(CC)c(=O)c2cc(OC)c(OC)cc12
    ., -0.6, -0.67, 0.88, 60, -2.7, 0, 5%, 1.1
Cc1cccc(-c2nc(CSCC(=O)N3CCN(Cc4ccc5c(c4)OCO5)CC3)c(C)o2)c1
    4, 5.7*, -4*, 0.53, 80, -1.2, 4, 4%, 1.1
CCOC(=O)CCCCC(=O)c1[nH]c(=O)[nH]c1CSc1nc(C)cc(C)n1
    -2, -0.013, 0.98, ., 99, -1.4, 0, 3%, 1.1

Arranged by the number under HER2 expr 66K (ascending): three of the compounds above.
SMILES,M1 agonist,M1 antag,D1 mod,HER2 expr 66K,HTR1A agonist,E coli RNAP,NADH enzymes,Fluor 339 460
COc1ccc(Cl)cc1NC(=O)CSc1nnc(COc2ccccc2)n1C,-0.11,0.45,-0.0037,78,-3.8,5,4%,1.1
O=C(CN1C(=O)c2ccccc2S1(=O)=O)NCCSc1ccccc1,-0.37,-0.38,-0.27,83,-0.6,4,9%,1.1
CCOc1ccc2nc(NC(=O)CSc3nnnn3C3CCCCC3)sc2c1,0.052,-0.21,0.029,93,0.9,6,12%,1
